From PubChem BioAssay
Caspase-7 inhib = blocks human caspase-7 allosterically or competitively; P55210; recombinant caspase-7, Ac-DEVD-AFC fluorescence rate; Potency, µM (doses to about 57.5 µM), inactives show at the highest dose activity change, negative = inhibition, actives largely listed as inhibitors; hit rate 0.02% among 75,000; AID 889; active means well fitted inhibition curve with a large enough effect in the main read-out, with a control signal flat, not every such curve was filed as active; inconclusive means small, poorly fitted or top-dose-only effect, or a change in a side signal; further: potency means the concentration at half of the fitted maximal effect; % of control where 0% means no effect
Luciferase inh = inhibitors of firefly luciferase | purified firefly luciferase, luminescence, 8 min | Potency, µM (top dose mostly 57.1 µM), inactives show at the top dose activity change, negative = inhibition, hits mostly inhibitors | hit rate 2.2% among 72,000 | AID 411; further: potency means the concentration at half of the fitted maximal effect; on the % scale 0 is the no-effect control and ±100 the full control effect; nearly all actives have a fitted effect of over 40% in size
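Substrate buffer containing 10 uM ATP (pH 7.2 imidazole, Mg2+, KCl, detergent, BSA) is dispensed, compound pinned in, then luciferase/luciferin detector mix added. After 8 min at ambient temperature, light output is measured.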
Tau fil binding = binders of human tau filaments; P10636; recombinant tau filaments, thioflavin S fluorescence, 15 h; filaments grown with octadecylsulfate alongside compound; Potency, µM (titrated, usually from 57.1 µM), inactives show at the highest dose activity change, negative = inhibition; hit rate 2% among 71,000; AID 596;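 further: potency means the concentration at half of the fitted maximal effect; on the % scale 0 is the no-effect control and ±100 the full control effect; actives lower thioflavin S fluorescence by blocking filaments or displacing dye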
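Quantitative HTS: thioflavine S signal from ODS-induced tau filaments, excited at 450 nm, emission 510 nm. Conditions: 1 uM tau, 30 uM ODS, 15 h at 37 C, pH 7.4.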
BRCT inh green = BRCA1 BRCT-phosphoprotein interaction inhibition | P38398 | BRCA1 BRCT-phosphopeptide binding, green fluorescence polarization | Potency, µM (titrated, usually from 76.9 µM), for the others: at the top dose activity change, negative = inhibition, most hits filed as inhibitors | hit rate 0.05% among 75,000;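 further: potency means the concentration at half of the fitted maximal effect; plate controls were peptide without protein for full effect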
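Compounds were incubated for 12 min at room temperature with a complex of 100 nM fluorescein-tagged pBACH1 decapeptide and 250 nM His-tagged BRCT protein. Buffer was phosphate pH 7.3 with EDTA, DTT and Tween 20. Disruption of binding lowers the polarization signal.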
BRCT PPI red = BRCT-phosphoprotein interaction inhibition (red fluorophore). hit rate 0.03% among 75,000. BRCT-phosphopeptide binding, red fluorescence polarization. Potency, µM (top dose mostly 76.9 µM), inactives show at the highest dose activity change, negative = inhibition, usual class: inhibitors; further: on the % scale 0 is the no-effect control and ±100 the full control effect
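Fluorescence polarization: 100 nM His-tagged BRCA1 BRCT with 100 nM TAMRA-labelled phospho-BACH1 decapeptide, phosphate buffer pH 7.3 with 150 mM NaCl, DTT, 0.01% Tween 20; 12 min RT. Binding inhibition seen as FP decrease.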
HEK293 cAMP ctrl = parental HEK293 cAMP activation (counter-screen); parental HEK293 CNG cAMP sensor, membrane potential fluorescence; Potency, µM (series often up to 57.1 µM), inactives show at the top dose activation, usual class: activators; hit rate 2.5% among 73,000; further: potency means the concentration at half of the fitted maximal effect; % of control where 0% means no effect; nearly all actives have a fitted effect of over 55% in size
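Parental HEK 293 cells stably expressing a modified CNG channel (no TSHR) report cAMP rise as membrane depolarization. Membrane potential dye with 100 uM RO 20-1724 was loaded for 60 min at room temperature, then compound added for 30 min; fluorescence read at 590 nm.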
USP2a inh = inhibitors of human ubiquitin-specific protease USP2a; Potency, µM (doses to about 38.3 µM), for the others: at the highest dose activity change, negative = inhibition, actives largely listed as inhibitors; hit rate 0.1% among 60,000; USP2a enzymatic assay, qHTS inhibition; AID 927;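 further: potency means the concentration at half of the fitted maximal effect; nearly all actives have a fitted effect of over 60% in size; plate controls were DMSO for no effect and NEM full inhibition control for full effect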
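Coupled readout: USP2-cleaved Ub-PLA2 (20nM final) turns over NBD C6-HPC (20uM final), Ex 460nm/Em 535nm after 2.5 h, time-zero read flagging artifacts. Enzyme (20nM final, pH 8.0 Tris) given 30 min RT with compound first; NEM defines full inhibition.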
Casp1 inh = allosteric or competitive inhibitors of human caspase-1; P29466; Caspase-1 enzyme, Ac-WEHD-AFC fluorogenic rate; Potency, µM (titrated, usually from 57.5 µM), for inactives: at the top dose activity change, negative = inhibition, usual class: inhibitors; hit rate 0.03% among 75,000; AID 900;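 further: potency means the concentration at half of the fitted maximal effect; plate controls were vehicle for no effect and no substrate for full effect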
CRE-bla Fsk = alters forskolin-stimulated CRE reporter signaling in CHO cells; CHO CRE-bla reporter (cAMP response element driving beta-lactamase), forskolin EC10, beta-lactamase ratio; Potency, µM (highest dose often 38.2 µM), for the others: at the top dose activity change, negative = inhibition, most hits filed as activators; hit rate 2.5% among 71,000; active means well fitted activation curve with a large enough effect in the signal ratio, with a control signal flat, not every such curve was filed as active; inconclusive means small, poorly fitted or top-dose-only effect, or effect the other way, or a change in a side signal; the % refers to the signal ratio; further: potency means the concentration at half of the fitted maximal effect; % of control where 0% means no effect
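CRE-bla CHO cells stimulated with EC10 NKH 477 (water-soluble forskolin) and compound titrations, 3 h at 37C; beta-lactamase read with CCF4 after 2 h at room temperature. Activity from 460/530 nm emission ratio, AC50 values for positive or negative modulation.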
A350 autofl = A350 region autofluorescence; Compound autofluorescence, 340/450 nm, Alexa 350 dye-equivalents; hits give high values; max dye-equivalent concentration, M; hit rate 11% among 59,000; AID 590; in the data active means max dye-equivalent concentration above about 10 nM; inconclusive means mostly about 1.1 nM to 9.6 nM
ERK AVP inh = blocks ERK signaling stimulated by vasopressin; HEK293-V1b, vasopressin-stimulated pERK AlphaScreen; Potency, µM (doses to about 57.5 µM), for inactives: at the top dose activity, negative = inhibition, hits mostly inhibitors; hit rate 0.99% among 72,000; further: potency means the concentration at half of the fitted maximal effect; on the % scale 0 is the no-effect control and ±100 the full control effect; nearly all actives have a fitted effect of over 55% in size
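HEK293 cells stably expressing V1b receptor, seeded overnight in 1% FBS, were treated with compounds for 30 min at 37C, then stimulated 5 min with 25 nM vasopressin; phospho-ERK read by AlphaScreen SureFire after lysis.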
* marks the source's active call; other numbers are inactive results; & = joins results of further samples; [ ] = remark or other dose. Unless noted, the call rests on the fitted dose curve; in most records, active means well fitted curve in the direction sought with a large enough effect; inconclusive means small, poorly fitted or top-dose-only effect, or another doubt; inactive means no such curve, though single readings can be large; an effect the other way counts as inactive or inconclusive.

`O=C(OC(C(=O)NC1CCCC1)c1ccc(F)cc1)c1ccno1` (stereo unspecified) gave Caspase-7 inhib 1%, Luciferase inh 5%, Tau fil binding -10%, BRCT inh green -0.4%, BRCT PPI red 1.1%, HEK293 cAMP ctrl 6%, Casp1 inh -5%, CRE-bla Fsk -4%, A350 autofl inactive and ERK AVP inh -3%.
O=C(Nc1cccc(-c2nnn(CC(=O)N3CCc4ccccc4C3)n2)c1)C1CCC1 was read as Caspase-7 inhib 3%, Luciferase inh -1%, Tau fil binding 5%, BRCT inh green -1.1%, BRCT PPI red 1.3%, HEK293 cAMP ctrl 6%, Casp1 inh -5%, CRE-bla Fsk -2%, A350 autofl inactive and ERK AVP inh -17%.
For COc1cc(C(c2nnnn2C2CCCC2)N2CCc3ccccc3C2)ccc1O (stereo unspecified) the results were Caspase-7 inhib -1%, Luciferase inh -5%, Tau fil binding 1%, BRCT inh green -0.7%, BRCT PPI red 0.1%, HEK293 cAMP ctrl inconclusive, USP2a inh 131%[activator], Casp1 inh 0%, CRE-bla Fsk -13%, A350 autofl inactive and ERK AVP inh 0%.
Cn1cnnc1SCC(=O)c1cc2ccccc2oc1=O was read as Caspase-7 inhib -24%, Luciferase inh -1%, Tau fil binding -12%, BRCT inh green 1.9%, BRCT PPI red 0.5%, HEK293 cAMP ctrl -2%, USP2a inh -4%, Casp1 inh -14%, CRE-bla Fsk -17%, A350 autofl inconclusive and ERK AVP inh -40%.
`CCOc1ccccc1NC(=O)Cn1nnc(C(=O)NCc2ccco2)c1N` gave Caspase-7 inhib -5%, Luciferase inh -3%, Tau fil binding -11%, BRCT inh green -0.9%, BRCT PPI red -0.4%, HEK293 cAMP ctrl inconclusive, USP2a inh -5%, Casp1 inh -5%, CRE-bla Fsk inconclusive, A350 autofl inactive and ERK AVP inh 5%.
For COc1ccc(C(=O)N(CN2CCCC2=O)c2ccccc2OC)cc1OC the results were Caspase-7 inhib 2%, Luciferase inh 4%, Tau fil binding -1%, BRCT inh green 1.8%, BRCT PPI red -0.6%, HEK293 cAMP ctrl 0%, USP2a inh 4%, Casp1 inh 1%, CRE-bla Fsk -5%, A350 autofl inactive and ERK AVP inh 19%.
`COc1ccc(NC(=O)c2cc(OC)c(OC)c(OC)c2)cn1` gave Caspase-7 inhib 1%, Luciferase inh -1%, Tau fil binding 5%, BRCT inh green -0.7%, BRCT PPI red 0.9%, HEK293 cAMP ctrl 5%, USP2a inh -4%, Casp1 inh 0%, CRE-bla Fsk inconclusive, A350 autofl inactive and ERK AVP inh -7%.
For Cn1nc(C(=O)N2CCN(S(=O)(=O)c3ccccc3)CC2)c2ccccc2c1=O the results were Caspase-7 inhib 0%, Luciferase inh 1%, Tau fil binding 3%, BRCT inh green -5.4%, BRCT PPI red -1.0%, HEK293 cAMP ctrl 4%, USP2a inh 10%, Casp1 inh -1%, CRE-bla Fsk inconclusive, A350 autofl inactive and ERK AVP inh 24%.
`Cc1nc(N2CCN(Cc3ccccc3)CC2)[nH]c(=O)c1C` gave Caspase-7 inhib 1%, Luciferase inh 2%, Tau fil binding 2%, BRCT inh green -0.1%, BRCT PPI red -0.8%, HEK293 cAMP ctrl 2%, USP2a inh 2%, Casp1 inh -2%, CRE-bla Fsk -10%, A350 autofl inactive and ERK AVP inh -8%.
Screening CCN(CC)S(=O)(=O)c1cccc(-c2nnc(SCC#N)n2Cc2ccccc2)c1 returned Caspase-7 inhib -5%, Luciferase inh -1%, Tau fil binding -14%, BRCT inh green 0.0%, BRCT PPI red -0.7%, HEK293 cAMP ctrl inconclusive, USP2a inh 24%, Casp1 inh -3%, CRE-bla Fsk 9%, A350 autofl inactive and ERK AVP inh -2%.
For C=CCOc1ccc(/C(O)=C2/C(=O)C(=O)N(CCN3CCOCC3)C2c2ccc(C)cc2)cc1 (stereo unspecified) the results were Caspase-7 inhib -2%, Luciferase inh 3%, Tau fil binding -12%, BRCT inh green 0.3%, BRCT PPI red -0.3%, HEK293 cAMP ctrl -1%, USP2a inh 17%, Casp1 inh -4%, CRE-bla Fsk -1%, A350 autofl inactive and ERK AVP inh 1%.
Screening O=C(O)C1=CCCN(CCON=C(c2ccccc2)c2ccccc2)C1 returned Caspase-7 inhib -1%&-1%, Luciferase inh 0%&6%, Tau fil binding inconclusive, BRCT inh green -0.2%&-6.6%, BRCT PPI red -1.6%&1.5%, HEK293 cAMP ctrl 8%&22%, USP2a inh 3%, Casp1 inh -4%&3%, CRE-bla Fsk -1%&-6%, A350 autofl inactive and ERK AVP inh inconclusive.
For CCC(C)NC(=O)CN1C(=O)CC(C)(C)S(=O)(=O)c2ccccc21 (stereo unspecified) the results were Caspase-7 inhib -6%, Luciferase inh 1%, Tau fil binding -1%, BRCT inh green -1.3%, BRCT PPI red -1.8%, HEK293 cAMP ctrl inconclusive, Casp1 inh -4%, CRE-bla Fsk 0% and ERK AVP inh -2%.
`Cn1c(SCc2nc3ccccc3s2)nnc1-c1cccs1` gave Caspase-7 inhib -1%, Luciferase inh -4%, Tau fil binding -14%, BRCT inh green 1.4%, BRCT PPI red -1.3%, HEK293 cAMP ctrl 6%, USP2a inh 9%, Casp1 inh 0%, CRE-bla Fsk -4%, A350 autofl 5.7e-08M* and ERK AVP inh -21%.
`CCOc1ccc(CCNC(=O)C2CCN(S(=O)(=O)N3CCOCC3)CC2)cc1OCC` gave Caspase-7 inhib 1%, Luciferase inh 1%, Tau fil binding -2%, BRCT inh green 1.6%, BRCT PPI red -0.2%, HEK293 cAMP ctrl -1%, USP2a inh 6%, Casp1 inh 3%, CRE-bla Fsk -6%, A350 autofl inactive and ERK AVP inh -1%.
`CCc1nnc(NC(=O)CSc2nnc(-c3ccoc3C)n2-c2ccc(C)cc2)s1` gave Caspase-7 inhib -1%, Luciferase inh 1%, Tau fil binding -8%, BRCT inh green -2.2%, BRCT PPI red -1.2%, HEK293 cAMP ctrl 22%, USP2a inh 15%, Casp1 inh -3%, CRE-bla Fsk inconclusive, A350 autofl inactive and ERK AVP inh -17%.
Screening CCc1ccc(C(=O)NCc2cccs2)s1 returned Caspase-7 inhib 1%, BRCT inh green -0.2%, BRCT PPI red -1.5%, HEK293 cAMP ctrl -6% and Casp1 inh -1%.
CCNC(=O)NCCc1c[nH]c2ccc(Cl)cc12 was read as Caspase-7 inhib 0%, Luciferase inh -21%, Tau fil binding -11%, BRCT inh green 2.3%, BRCT PPI red 0.1%, HEK293 cAMP ctrl inconclusive, USP2a inh 4%, Casp1 inh 0%, CRE-bla Fsk -11%, A350 autofl inactive and ERK AVP inh 6%.
For O=c1c(O)cccc2cc(O)c(O)c(O)c12 the results were Caspase-7 inhib -10%, BRCT inh green -0.8%[3.08 µM], BRCT PPI red -4.0%, USP2a inh 23%, Casp1 inh 1% and ERK AVP inh inconclusive.
For COc1ccc(-c2cc(C(=O)N3CC4(C)CC3CC(C)(C)C4)no2)cc1OC (stereo unspecified) the results were Caspase-7 inhib -10%, Luciferase inh -4%, Tau fil binding 17%, BRCT inh green -2.5%, BRCT PPI red -2.1%, HEK293 cAMP ctrl 11%, USP2a inh 10%, Casp1 inh -8%, CRE-bla Fsk 16%, A350 autofl inactive and ERK AVP inh -2%.
CCC1(C)CC(c2csc(N)n2)CCO1 (stereo unspecified) was read as Caspase-7 inhib 0%, Luciferase inh -1%, Tau fil binding 12%, BRCT inh green -5.6%, BRCT PPI red -1.2%, HEK293 cAMP ctrl 2%, USP2a inh 2%, Casp1 inh 0%, CRE-bla Fsk 0%, A350 autofl inactive and ERK AVP inh -6%.
For CC(=O)[C@@]1(O)Cc2c(O)c3c(c(O)c2[C@H](O[C@H]2C[C@H](N)[C@H](O)[C@H](C)O2)C1)C(=O)c1ccccc1C3=O the results were Caspase-7 inhib -11%, Luciferase inh -23%, Tau fil binding 1.6µM*, BRCT inh green -25%, BRCT PPI red 13µM*, HEK293 cAMP ctrl inconclusive, USP2a inh 24%, Casp1 inh -5%, CRE-bla Fsk inconclusive, A350 autofl 1.5e-08M* and ERK AVP inh inconclusive.
Cc1cc(NC(=O)C23CCC(C)(c4nc5cc(Cl)c(Cl)cc5nc42)C3(C)C)no1 (stereo unspecified) was read as Caspase-7 inhib -1%, Luciferase inh 3%, Tau fil binding 3%, BRCT inh green -2.1%, BRCT PPI red 0.4%, HEK293 cAMP ctrl 2%, USP2a inh -2%, Casp1 inh 0%, CRE-bla Fsk -5%, A350 autofl inconclusive and ERK AVP inh 5%.
